Screening results from PubChem BioAssay.
FLuc inh: qHTS Assay for Inhibitors of Firefly Luciferase; Luciferin 4-monooxygenase (Photinus pyralis), P08659; purified firefly luciferase, luminescence, 8 min; Potency, µM (titrated, usually from 57.1 µM), for the others: at the top dose activity change, negative = inhibition, actives largely listed as inhibitors; actives 2.2% (n = 72,000); note: potency is the fitted concentration of half-maximal effect; % is set by controls: 0 for no effect and ±100 for the full control effect; nearly all actives have a fitted effect of over 40% in size
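Inhibition of light generation by firefly luciferase from ATP and luciferin was profiled with concentration-response curves per sample, ATP held at 10 uM within the enzyme's linear range. Plates were read by luminescence after an 8-minute ambient incubation.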
Rhodamine autofl: qHTS Assay for Spectroscopic Profiling in Rhodamine Spectral Region; Rhodamine-region fluorescence, 547/598 nm, Tris buffer; active compounds read high; max dye-equivalent concentration, M; actives 0.05% (n = 59,000); AID 594, 2007; in the data active = max dye-equivalent concentration above about 11 nM; inconclusive = between about 1.1 nM and that limit
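Read-out is relative fluorescence at 547 nm excitation and 598 nm emission, expressed as dye-equivalent concentration using rhodamine standards on every plate. Each compound was profiled across a concentration series after 15 min in 100 mM Tris, pH 8.0.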
Tau filament bind: qHTS Assay for Tau Filament Binding | Microtubule-associated protein tau (Homo sapiens), P10636 | recombinant tau filaments, thioflavin S fluorescence, 15 h; filaments grown with octadecylsulfate alongside compound | actives 2% (n = 71,000) | Potency, µM (titrated, usually from 57.1 µM), inactives show at the top dose activity change, negative = inhibition | AID 596, 2007;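 note: potency is the fitted concentration of half-maximal effect; % is set by controls: 0 for no effect and ±100 for the full control effect; actives lower thioflavin S fluorescence by blocking filaments or displacing dye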
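Assay mix: 1 uM His-tagged tau, 30 uM sodium octadecylsulfate, thioflavine S dye in HEPES/NaCl/DTT buffer. Compound is added prior to the inducer. Fluorescence after 15 h at 37 C.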
HADH2 inh: qHTS Assay for Inhibitors of HADH2 (Hydroxyacyl-Coenzyme A Dehydrogenase, Type II); 3-hydroxyacyl-CoA dehydrogenase type-2 (Homo sapiens), Q99714; AID 886, 2007; recombinant HADH2, NADH fluorescence, beta-hydroxybutyryl-CoA; Potency, µM (top dose mostly 57.1 µM), for the others: at the highest dose activity change, negative = inhibition, usual class: inhibitors; actives 3.4% (n = 73,000); note: potency is the fitted concentration of half-maximal effect; % is set by controls: 0 for no effect and ±100 for the full control effect; nearly all actives have a fitted effect of over 60% in size; many of its hits are not listed in these tables
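E. coli-expressed His-tagged HADH2 tested at 20 nM in alkaline Tris buffer (pH 9.0); oxidation of 90 uM beta-hydroxybutyryl-CoA with 1 mM NAD+ tracked fluorimetrically for 4 min.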
USP2a inh: qHTS Assay for Inhibitors of Ubiquitin-specific Protease USP2a. AID 927, 2007. USP2a enzymatic assay, qHTS inhibition. Potency, µM (highest dose often 38.3 µM), for inactives: top-dose activity change, negative = inhibition, hits mostly inhibitors. actives 0.1% (n = 60,000). Ubiquitin carboxyl-terminal hydrolase 2 (Homo sapiens), O75604;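 note: potency is the fitted concentration of half-maximal effect; nearly all actives have a fitted effect of over 60% in size; plate controls were DMSO for no effect and NEM full inhibition control for full effect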
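USP2 core (20nM final) preincubated 30 min RT with compound, then Ub-PLA2 20nM and NBD C6-HPC 20uM final added; buffer 20mM Tris-HCl pH 8.0, 2mM CaCl2. Fluorescence Ex 460/Em 535 read at 0 and 2.5 h; normalized to NEM.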
Casp7 inh: qHTS Assay for Allosteric/Competitive Inhibitors of Caspase-7 | Potency, µM (highest dose often 57.5 µM), for inactives: top-dose activity change, negative = inhibition, actives largely listed as inhibitors | AID 889, 2007 | P55210 | actives 0.02% (n = 75,000) | recombinant caspase-7, Ac-DEVD-AFC fluorescence rate; active = well fitted inhibition curve with a large enough effect in the main read-out, with a control signal flat, not every such curve was filed as active; inconclusive = small, poorly fitted or top-dose-only effect, or a change in a side signal; note: potency is the fitted concentration of half-maximal effect; % of control where 0% means no effect
Casp1 inh: qHTS Assay for Allosteric/Competitive Inhibitors of Caspase-1. Caspase-1 enzyme, Ac-WEHD-AFC fluorogenic rate. Potency, µM (titrated, usually from 57.5 µM), inactives show at the top dose activity change, negative = inhibition, hits mostly inhibitors. actives 0.03% (n = 75,000). P29466. AID 900, 2007;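 note: potency is the fitted concentration of half-maximal effect; plate controls were vehicle for no effect and no substrate for full effect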
Texas Red fluor: qHTS Assay for Spectroscopic Profiling in Texas Red Spectral Region | actives 0.06% (n = 59,000) | AID 587, 2007 | Compound fluorescence, Texas Red channel, 547/618 nm; active compounds read high | max dye-equivalent concentration, M; in the data active = max dye-equivalent concentration above about 10 nM; inconclusive = between about 1.1 nM and that limit
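Compound titrations in 100 mM Tris pH 8.0 were incubated 15 min at room temperature and read at 547 nm excitation / 618 nm emission. Texas Red six-point standard curve on each plate converted fluorescence to dye-equivalent concentration.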
ERK AVP inh: qHTS Assay for Inhibitors of the ERK Signaling Pathway using a Homogeneous Screening Assay. HEK293-V1b, vasopressin-stimulated pERK AlphaScreen. Potency, µM (series often up to 57.5 µM), without a hit: top-dose activity, negative = inhibition, actives largely listed as inhibitors. actives 0.99% (n = 72,000). AID 995, 2007; note: potency is the fitted concentration of half-maximal effect; % is set by controls: 0 for no effect and ±100 for the full control effect; nearly all actives have a fitted effect of over 55% in size
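qHTS, compounds titrated on V1b-expressing HEK293 cells. Preincubation 30 min at 37C, vasopressin 25 nM for 5 min, lysis 10 min, bead incubation 5 hr at room temperature.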
HEK293 cAMP cs: qHTS Assay for Agonists of the Thyroid Stimulating Hormone Receptor: Activators of Intracellular cAMP Concentrations in Parental HEK 293; parental HEK293 CNG cAMP sensor, membrane potential fluorescence; actives 2.5% (n = 73,000); Potency, µM (top dose mostly 57.1 µM), inactives show top-dose activation, most hits filed as activators; note: potency is the fitted concentration of half-maximal effect; % of control where 0% means no effect; nearly all actives have a fitted effect of over 55% in size
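Parental HEK 293 cells stably expressing a modified CNG channel (no TSHR) report cAMP rise as membrane depolarization. Membrane potential dye with 100 uM RO 20-1724 was loaded for 60 min at room temperature, then compound added for 30 min; fluorescence read at 590 nm.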
Fluorescein autfl: qHTS Assay for Spectroscopic Profiling in Fluorescein Spectral Region | Compound autofluorescence, 480/540 nm, fluorescein-equivalent; active compounds read high | max fluorescein-equivalent concentration, M | actives 0.91% (n = 59,000) | AID 593, 2007; in the data active = max fluorescein-equivalent concentration above about 10 nM; inconclusive = between about 1.1 nM and that limit
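Spectral profiling of library compounds in the fluorescein window (480 nm excitation, 540 nm emission) after 15 min at room temperature in pH 8.0 Tris (100 mM). Values are dye-equivalent concentrations.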
An asterisk follows results filed as active; i = inactive; ? = inconclusive; nt = no result given; & = joins results of further samples; [ ] = another dose, or the depositor's remark. Unless noted, calls come from the whole dose curve; as a rule, active = well fitted curve in the direction sought with a large enough effect; inconclusive = small, poorly fitted or top-dose-only effect, or another doubt; inactive = no such curve, though single readings can be large; an effect the other way counts as inactive or inconclusive.

#1 Cn1cnnc1SCc1ccc(-c2ccc(Br)cc2)o1
#2 Cc1ccc2c(c1)nnn2C1CCN(CC(=O)Nc2ccc3c(c2)OCCO3)CC1
#3 COc1cc(SC)ccc1C(=O)NCC1CCCO1 (configuration not stated)
#4 CCN1C(=O)/C(=C2\SC(N3CCCCC3)=NC2=O)c2ccccc21
#5 Cc1cccc(C)c1NC(=O)c1ccc(-n2cnnn2)cc1
#6 COc1ccc(-c2nc3cnc(OC)nc3n(C3CC3)c2=O)cc1
#7 CCOC(=O)CNC(=O)C(Cc1ccccc1)NS(=O)(=O)c1cccs1 (configuration not stated)
#8 Cc1cc(C)nc(N2C(=O)CC(C(C)c3ccccc3)C2=O)n1 (configuration not stated)
#9 Cc1ccc(S(=O)(=O)N(C)Cc2nc(-c3ccc(Br)cc3)no2)cc1
#10 CCN(CC)CC(=O)Nc1ccc(-c2nc3cc(NC(=O)CN(CC)CC)ccc3o2)cc1
assay / entry	1	2	3	4	5	6	7	8	9	10
FLuc inh	-21%	0%	-3%	6.3µM*	4%	-1%[11.4 µM]	4%	-1%	3%	-4%
Rhodamine autofl	i	i	i	i	i	i	i	i	nt	i
Tau filament bind	?	0%	3%	4%	7%	2%	8%	0%	53%	144%
HADH2 inh	-23%	11%	2%	-20%	-6%	5%	0%	4%	14%	?
USP2a inh	36%[activator]	31%[activator]	-1%	22%	1%	91%[activator]	-1%	3%	nt	22%
Casp7 inh	-8%	2%	0%	2%	1%	-3%	-2%	-2%	-2%	0%
Casp1 inh	3%	0%	1%	-3%	-1%	-1%	1%	2%	-4%	2%
Texas Red fluor	i	i	i	i	i	i	i	i	nt	?
ERK AVP inh	-24%	6%	-11%	1%	-4%	13%	-9%	3%	20%	-12%
HEK293 cAMP cs	22%	3%	0%	-12%	19%	17%	6%	2%	?	16%
Fluorescein autfl	i	i	i	i	i	?	i	i	nt	i

In the list so far, two have a halogen:
#1 Cn1cnnc1SCc1ccc(-c2ccc(Br)cc2)o1
#9 Cc1ccc(S(=O)(=O)N(C)Cc2nc(-c3ccc(Br)cc3)no2)cc1
assay / entry	1	9
FLuc inh	-21%	3%
Rhodamine autofl	i	nt
Tau filament bind	?	53%
HADH2 inh	-23%	14%
USP2a inh	36%[activator]	nt
Casp7 inh	-8%	-2%
Casp1 inh	3%	-4%
Texas Red fluor	i	nt
ERK AVP inh	-24%	20%
HEK293 cAMP cs	22%	?
Fluorescein autfl	i	nt

Continuation.
#11 O=C1c2[nH]nc(-c3ccccc3O)c2C(c2ccccc2F)N1Cc1ccco1 (configuration not stated)
#12 CCOC(=O)N1CCC(NC(=O)C2CCCN(S(=O)(=O)c3cccc4nsnc34)C2)CC1 (configuration not stated)
#13 CC(=O)NC1C(=O)SC1(C)C (configuration not stated)
#14 CNc1ncncc1-c1ccccc1C
#15 CCNc1nc(NCc2ccccc2)nc(Oc2ccc(=O)[nH]n2)n1
#16 c1ccc2c(c1)C(=Nn1cnnc1)c1ccccc1-2
#17 CN(C)CCOC(=O)CCc1ccccc1
#18 c1ccc(C2CC(c3ccccc3)n3ncnc3N2)cc1 (configuration not stated)
#19 CC(=O)N1CCC2(CC1)CC(=O)c1cc(OCC(=O)NCc3ccco3)ccc1O2
#20 O=c1cc(CSc2ccc(Cl)cc2)nc(N2CCCCC2)[nH]1
assay / entry	11	12	13	14	15	16	17	18	19	20
FLuc inh	-1%	1%	3%	4%[2.29 µM]	0%	-1%	0%	-1%	1%	1%
Rhodamine autofl	i	i	i	i	i	i	i	i	i	i
Tau filament bind	89%	-3%	-4%	-4%	-13%	-13%	0%	3%	-6%	-4%
HADH2 inh	-5%	10%	-7%	6%	9%	-10%	7%	-10%	?	16%
USP2a inh	20%	24%	-3%	-8%	12%	-7%	-5%	8%	-5%	3%
Casp7 inh	-26%	0%	3%	-4%	1%	-1%	1%	-1%	-18%	-1%
Casp1 inh	-5%	0%	1%	-4%	1%	-1%	0%	0%	?	4%
Texas Red fluor	i	i	i	i	i	i	i	i	i	i
ERK AVP inh	1%	12%	24%	2%	?	4%	-16%	-30%	18%	33%
HEK293 cAMP cs	15%	-2%	4%[2.29 µM]	3%	-3%	0%	4%	10%	-3%	4%
Fluorescein autfl	i	i	i	i	?	i	i	i	i	i

#21 CS(=O)(=O)N(CC(=O)NCc1ccco1)c1ccc2c(c1)OCO2
#22 Cc1nnc(NC(=O)CCCN2C(=O)c3ccccc3C2=O)s1
#23 CC(C)C(=O)Nc1cccc(C(=O)Nc2nncs2)c1
#24 CC(=O)c1cc2c(cc1NC(=O)CCCC(=O)O)OCO2
#25 CCC(=O)OCCn1c(Br)nc2c1c(=O)[nH]c(=O)n2C
#26 O=S(=O)(c1ccc(SCCO)nc1)N1CCCC1
#27 O=C(O)c1cccnc1SC1CC(=O)N(Cc2ccccc2)C1=O (configuration not stated)
#28 Cc1ccc(C(=O)CSc2nnc(-c3ccccc3N)n2C)cc1
#29 CCCCOc1ccc(C(=O)CCNC(C(=O)O)C(C)CC)cc1 (configuration not stated)
#30 CC(c1ccccc1)N1CC(C(=O)N2CCN(c3ccccc3)CC2)CC1=O (configuration not stated)
assay / entry	21	22	23	24	25	26	27	28	29	30
FLuc inh	3%	-1%	-4%	0%	1%	1%	1%	-5%	1%	7%
Rhodamine autofl	i	i	i	i	i	i	i	i	i	nt
Tau filament bind	-26%	-11%	-10%	7%	-2%	-1%	87%	-6%	-11%	-3%
HADH2 inh	-10%	-13%	-6%	-13%	-7%	2%	-2%	-1%	-14%	11%
USP2a inh	6%	-3%	-6%	-3%	-2%	2%	1%	7%	2%	nt
Casp7 inh	-5%	-7%	-1%	0%	-1%	-1%	0%	-1%	1%	0%
Casp1 inh	0%	1%	1%	-1%	-1%	0%	-2%	1%	0%	-3%
Texas Red fluor	i	i	i	i	i	i	i	i	i	nt
ERK AVP inh	-6%	21%	18%	?	-10%	-15%	-7%	-17%	-2%	25µM*
HEK293 cAMP cs	7%	4%	-8%	-1%	-6%	-7%	5%	2%	2%	3%
Fluorescein autfl	i	?	i	i	i	?	?	?	i	nt

#31 CCCOC(=O)c1cc(=O)[nH]c2ccccc12
#32 CCn1c(C(=O)N2CCC(C(=O)NCc3cccs3)CC2)cc2sccc21
#33 Oc1c(Br)cc(Br)cc1CN(Cc1cc(Br)cc(Br)c1O)C1CCCCC1
#34 CCCOc1ccc(/C(O)=C2/C(=O)C(=O)N(CCN(C)C)C2c2ccco2)cc1 (configuration not stated)
#35 COc1ccc(OC)c(S(=O)(=O)N2c3ccccc3CC2C)c1 (configuration not stated)
#36 Cc1ccc(-n2c(C)cc(C)c(C#N)c2=O)cc1
#37 O=C(CS(=O)(=O)c1c[nH]c2ccccc12)N1CCCCC1
#38 CCC(=O)Nc1c2c(nn1-c1ccc(C)cc1C)CSC2
#39 COC(=O)c1ccc(NC(=O)CSc2nnc(COc3ccccc3)n2C)cc1
#40 COc1cccc(NC(=O)c2oc3ccccc3c2NC(=O)C2CC2)c1
assay / entry	31	32	33	34	35	36	37	38	39	40
FLuc inh	-1%&0%	-1%	1%[11.4 µM]	-1%	0%	5%	1%	5%	0%	-4%
Rhodamine autofl	i	nt	i	nt	i	i	i	i	i	i
Tau filament bind	-25%&-9%	3%	-9%[11.4 µM]	12%	8%	-7%	-25%	2%	54%	8%
HADH2 inh	-1%&-7%	-10%	-15%[11.4 µM]	-29%	-30%	-15%	-4%	-6%	4%	26%
USP2a inh	-13%&2%	nt	nt	-9%	5%	-12%	8%	0%	12%	12%
Casp7 inh	-1%&-1%	-2%	-14%[11.5 µM]	-3%	-1%	-1%	-2%	0%	0%	1%
Casp1 inh	0%&2%	-1%	-3%[11.5 µM]	-2%	-3%	2%	1%	-1%	0%	-2%
Texas Red fluor	?	nt	i	nt	?	i	i	i	?	i
ERK AVP inh	-29%&6%	-10%	8%[11.5 µM]	5%	-7%	-1%	-13%	-9%	-15%	10%
HEK293 cAMP cs	8%&8%	?	6%[11.4 µM]	7%	?	-3%	4%	5%	2%	?
Fluorescein autfl	i	nt	i	nt	i	i	i	i	i	i

Only part of the results is shown, so the mix of outcomes need not match the whole.
